High-throughput results from PubChem.
KCNQ2 block – KCNQ2 potassium channel inhibitors, primary screen, cell-based, CHO-K1, FluxOR thallium flux, B-score (AID 2156). B-score at 10 µM. 20 min; hits give low values. Potassium voltage-gated channel subfamily KQT member 2 (Rattus norvegicus), O88943. actives 1.1% (n = 310,000);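 active = fluorescence ratio B-score at most minus 3 library SDs, with starting brightness B-score within 2 library SDs, cut at about -5.5 in these data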
Kir21 inh – inhibitors of mouse Kir2.1 inward-rectifier potassium channel | Inward rectifier potassium channel 2 (Mus musculus), P35561 | HEK293-Kir2.1, FluxOR thallium flux fluorescence; hits give low values | B-score at 10 µM | actives 0.85% (n = 310,000) | AID 1672, 2009;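 active = fluorescence ratio B-score at or below minus 3 SD of library scores, with starting-brightness B-score within 2 SD, cut at about -4.2 in these data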;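 also: channel flux triggered by added potassium and thallium sulfate stimulus; B-score of peak minus minimum fluorescence over baseline after thallium stimulus; more negative B-score means stronger Kir2.1 block with less thallium influx; some compounds called inactive have numbers as strong as hits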
Target sequence (P35561 whole entry, looked up): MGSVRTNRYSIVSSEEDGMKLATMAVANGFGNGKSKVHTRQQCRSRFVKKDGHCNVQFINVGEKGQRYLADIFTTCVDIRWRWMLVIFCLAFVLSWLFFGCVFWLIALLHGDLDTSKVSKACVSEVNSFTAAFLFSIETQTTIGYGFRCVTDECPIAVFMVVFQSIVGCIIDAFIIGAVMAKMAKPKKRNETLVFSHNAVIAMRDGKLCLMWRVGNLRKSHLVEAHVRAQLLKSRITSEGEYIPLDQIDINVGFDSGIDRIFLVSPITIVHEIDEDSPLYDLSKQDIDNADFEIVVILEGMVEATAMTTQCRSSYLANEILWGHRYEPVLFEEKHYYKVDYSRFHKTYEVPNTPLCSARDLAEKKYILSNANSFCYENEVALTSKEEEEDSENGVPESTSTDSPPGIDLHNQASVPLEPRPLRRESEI
Numbers without * were called inactive; i = inactive.

smiles | KCNQ2 block | Kir21 inh
Cc1cc(-c2ccccc2N)n[nH]1 | i | 1.5
O=C(NN1C(=O)C2C3C=CC(C4CC34)C2C1=O)c1cccc(Br)c1 (stereo unspecified) | i | 1.7
N#Cc1ccc(NC(=O)Nc2ccc(Cl)cc2)cc1 | i | 0.08
CC1CCN(CCn2c(=S)[nH]c3cc4c(cc3c2=O)OCO4)CC1 | i | -0.87
Cc1ccc(N(CC(=O)Nc2cc(Cl)ccc2Oc2ccccc2)S(C)(=O)=O)cc1C | i | 0.77
Cc1cccc(CN2CCN(c3nc4nonc4nc3NC3CC3)CC2)c1 | i | -0.79
CCCc1cc(=O)[nH]c2nnc(SCC(=O)NCc3ccc4c(c3)OCO4)n12 | i | 0.03
COc1ccc(CC(=O)NCc2ccco2)cc1OC | i | 0.62
Cc1[nH]c2c(Cl)cccc2c(=O)c1CN1CCCCCC1 | i | 0.73
CCC(=O)c1ccccc1OCCCN1C(=O)NC(C)(C)C1=O | i | -0.05
CNC(=S)N/N=C/c1ccco1 | i | 0.34
CC(C)C1NC(=S)N(C2CCCCC2)C1=O (stereo unspecified) | i | -1.3
CC(C(=O)NCc1ccccn1)N1C(=O)c2ccccc2C1=O (stereo unspecified) | i | -0.29
Cc1ccc(CNS(=O)(=O)c2ccc(-n3cnnn3)c(C)c2)cc1 | i | -0.6
O=C(NC1CCCCC1)C(Cc1ccccc1)NS(=O)(=O)c1cccs1 (stereo unspecified) | i | -1
Cc1ccsc1C1C(C#N)=C(N)N(N(C)C)C2=C1C(=O)CCC2 (stereo unspecified) | i | 0.85
COc1ccc(NC(=O)c2cc(-c3cccc(OC)c3)on2)cc1 | i | -1.1
CSCCC(=O)Nc1cc(S(=O)(=O)N2CCOCC2)ccc1N1CCN(C)CC1 | i | 2.9
CC[n+]1c(/C=C/N(C)c2ccccc2)n(-c2ccccc2)c2ccc(-c3nc4ccccc4s3)cc21 | -16* | -7*
CC(C)c1ccc(OCC(=O)NCc2ccco2)cc1 | i | -0.02
CC(=O)OCC1OC(OCc2cn(C[C@H]3CC[C@H](Cn4cc(COC5OC(COC(C)=O)C(OC(C)=O)C(OC(C)=O)C5OC(C)=O)nn4)O3)nn2)C(OC(C)=O)C(OC(C)=O)C1OC(C)=O (stereo partly specified) | i | 0.21
COc1ccc(C(=O)NC2CCN(C(=S)Nc3ccc(C)c(C)c3)CC2)cc1 | i | -0.22
CN1C(C)(C)c2ccccc2OS1(=O)=O | i | 1.7
COC(=O)c1ccccc1NC(=O)c1ccccc1NS(C)(=O)=O | i | 0.33
CCOc1ccc(NC(=O)CN(C)C(=O)Cn2c(=O)oc3ccccc32)cc1OCC | i | 0.69
CCN(CC(O)COc1ccc(OCC(O)CN(CC)C2CCCCC2)cc1)C1CCCCC1 (stereo unspecified) | i | -0.89
CCCOc1ccc(C(=O)OCC(=O)c2c(N)n(C)c(=O)n(C)c2=O)cc1OC | i | 0.66
CCOC(=O)C1C(=O)OC2(CCCCC2)C1C(=O)OCC (stereo unspecified) | i | -0.04
COc1cccc(CN2CCSCC2)c1OC | i | -0.35
O=C(NCc1ccncc1)C1CCC(=O)N(CCc2ccc(Cl)cc2)C1 (stereo unspecified) | i | -0.38
Cc1ccc(C2(C)NC(=O)N(CC(=O)NC(=O)NC(C)C)C2=O)cc1 (stereo unspecified) | i | 0.03
C=CCn1c(NC(=O)c2ccccc2Cl)c(C#N)c2nc3ccccc3nc21 | i | 2.9
CCN(CC(=O)Nc1ccc2c(c1)OCCO2)C(=O)/C=C/c1ccc(OC)cc1OC | i | -0.08
CCCn1c2ccccc2c2cnn(CC(=O)NC(C)CC)c(=O)c21 (stereo unspecified) | i | -0.35
Cn1c(SCc2cnc(-c3ccccc3)s2)nnc1C1COc2ccccc2O1 (stereo unspecified) | i | 0.06
COc1ccc(/C(O)=C/Sc2nnc(Cc3ccccc3)o2)cc1 | i | 0.39
CC1=C(C(=O)OCc2ccccc2)C(c2ccc3ccccc3c2)NC(=O)N1CCCCCC(=O)O (stereo unspecified) | i | 1.3
O=C(NCCCN1CCN(Cc2ccccc2)CC1)C1CCN(c2nnc(-n3cccc3)s2)CC1 | i | -0.62
CCn1nc(C(=O)NCc2ccco2)c(Cl)c1Cl | i | 1.4
COc1cc(/C=N/NS(=O)(=O)c2ccc(C)cc2)ccc1OCc1ccc(C(=O)O)cc1 | i | -1.9
Cc1ccc(-c2nnc(SCC(=O)N3CCOCC3)nc2-c2ccc(C)cc2)cc1 | i | 1.4
COc1ccc(CCNC(=O)c2cccc(Br)c2)cc1OC | i | 1.9
COc1ccc(S(=O)(=O)N2CCc3cc4c(cc3C2C)OCCCO4)cc1 (stereo unspecified) | i | -4.4*
Cc1cc(C)cc(OCC(=O)NNC(=O)c2ccoc2C)c1 | i | -0.02
Cc1cc(C(=O)COC(=O)Cn2cnc3c2c(=O)n(C)c(=O)n3C)c(C)n1C | i | 1.6
CN(Cc1cnn(C)c1)Cc1nc(Cc2ccccc2Cl)no1 | i | -0.67
O=S(=O)(NCc1ccccn1)c1ccc(Cl)s1 | i | 0.87
CCCc1cc(=O)n(-c2nc3ccccc3s2)[nH]1 | i | -0.19
CCOC(=O)c1cc2ccc3ccccc3c2oc1=O | i | 0.01
CC(=O)OCP(C)(=O)COC(C)=O | i | 0
Cc1ccc2cc(CCNC(=O)c3cccc([N+](=O)[O-])c3)c(=O)[nH]c2c1 | i | 0.1
NNc1nc(-c2ccccc2)cc(-c2ccccc2)n1 | i | -1.1
Cc1ccc(OCC(=O)N(Cc2ccc(C)o2)C2CCS(=O)(=O)C2)cc1 (stereo unspecified) | i | -0.58
O=C(C1CCCO1)N1CCN(S(=O)(=O)c2cccc3nsnc23)CC1 (stereo unspecified) | i | 0.08
COCCCN(C(=S)Nc1c(C)cc(C)cc1C)C(C)c1ccncc1 (stereo unspecified) | i | 0.16
COc1ccc(N(CC(=O)O)S(=O)(=O)c2ccc(C)cc2)cc1Cl | i | 0.78
CCOC(=O)C1CCN(CC(O)COCc2ccc(Cl)cc2)CC1 (stereo unspecified) | i | 0.24
Cc1cccc(/C(N)=N/OC(=O)CCCc2ccccc2)c1 | i | 3.1
COc1ccc(CNC(=O)C2CCN(S(=O)(=O)N3CC(C)CC(C)C3)CC2)cc1 (stereo unspecified) | i | 0.34
Cc1cccc(N(C)C(=O)c2cnn(-c3ccccc3)c2C)c1 | i | -0.04

New compounds follow
smiles | KCNQ2 block | Kir21 inh
COc1cc(OC)c(C2C(C#N)=C(N)OC3=C2C(=O)CC(C)C3)cc1OC (stereo unspecified) | i | -1.9
COc1ccccc1CNC(=O)c1oc2ccc(S(=O)(=O)N3CCOCC3)cc2c1C | i | -1.1
O=[N+]([O-])c1ccc2nc(NS(=O)(=O)c3ccccc3[N+](=O)[O-])sc2c1 | i | 0.35
Cc1cc(C)nc(N(C#N)Cc2cccc([N+](=O)[O-])c2)n1 | i | -0.33
COc1cc(/C=C(\NC(C)=O)C(=O)Nc2ccc(NC(C)=O)cc2)ccc1OC(C)=O | i | -0.6
FCCCOc1ccc(-c2nccc(-c3ccc(Br)cc3)n2)cc1 | i | -0.49
CCN(CC)C(=O)CSc1nc2[nH]ncc2c(=O)[nH]1 | i | 1.4
COc1ccc(N2C(N)=NC(N)=NC23CCCC3)cc1 | i | -0.43
O=C1CCCC2=C1C(O)(C(F)(F)F)C(=O)N2Cc1ccccc1 (stereo unspecified) | i | 0.76
COc1cc(C(C)=O)ccc1OCC(O)CN1CCN(c2c(C)cccc2C)CC1 (stereo unspecified) | i | 0.19
O=C(c1cccs1)C1C(c2ccc(Br)cc2)NC(=S)NC1(O)C(F)(F)F (stereo unspecified) | i | -1.2
O=C(NCCc1cccc(Cl)c1)c1cccnc1 | i | -0.06
O=C(CN1CCOCC1)Nc1ccc(S(=O)(=O)N2CCCCCC2)cc1 | i | 0.85
Cc1nc2ccccc2nc1Nc1cccc(Cl)c1 | i | -0.28
N/C(=N\OC(=O)c1cccc([N+](=O)[O-])c1)c1ccccn1 | i | -1.8
Cc1c(C(=O)NCc2ccc3c(c2)OCO3)oc2ccc(S(=O)(=O)N3CCCCCC3)cc12 | i | -1.1
COc1ccc(N=CC=C2OC(C)(C)C(C)(C)O2)cc1OC | i | 1.5
COc1ccc(/C=N/NS(=O)(=O)c2ccccc2)cc1OC(=O)c1ccc(C)cc1 | i | 0.66
O=C(CSc1ncn[nH]1)Nc1cc(S(=O)(=O)N2CCCC2)ccc1Cl | i | -0.45
CS(=O)(=O)c1nc(S(=O)(=O)c2ccc(Cl)cc2)c(NCCCn2ccnc2)s1 | i | -0.53
Cc1ccc(-c2nc(C#N)c(N3CCCCC3)o2)cc1 | i | 0.01
CN(C)CCCOc1nn(Cc2ccccc2)c2ccccc12 | i | -2.9
CN1C(=O)N(c2cccc3ccccc23)C(n2cncn2)C1(C)C (stereo unspecified) | i | 0.44
CC(C)NC(=O)NC(=O)COC(=O)c1ccc(NC(=O)CC#N)cc1 | i | 1.5
CC1CCc2sc3nc(N4CCN(CCO)CC4)n4ncnc4c3c2C1 (stereo unspecified) | i | 0.47
O=C(C1CCN(S(=O)(=O)N2CCC3(CC2)OCCO3)CC1)N1CCc2ccccc2C1 | i | 0.03
Cc1ccc(C(=O)Nc2cccc(-c3ccc(N4CCOCC4)nn3)c2)cc1C | i | 1.1
COc1ccc2[nH]c(=O)c(CN(CCCN(C)C)C(=O)Nc3ccccc3)cc2c1 | i | 0.14
O=C(COc1ccccc1C(=O)c1cnn(-c2ccccc2)c1)Nc1ccccc1 | i | 0.04
COc1ccccc1C(=O)N/C(=C\c1ccc2c(c1)OCO2)C(=O)NCCc1nc2ccccc2[nH]1 | i | 0.98

Next section; the last 6 above are carried over.
smiles | KCNQ2 block | Kir21 inh
CC1CCc2sc3nc(N4CCN(CCO)CC4)n4ncnc4c3c2C1 (stereo unspecified) | i | 0.47
O=C(C1CCN(S(=O)(=O)N2CCC3(CC2)OCCO3)CC1)N1CCc2ccccc2C1 | i | 0.03
Cc1ccc(C(=O)Nc2cccc(-c3ccc(N4CCOCC4)nn3)c2)cc1C | i | 1.1
COc1ccc2[nH]c(=O)c(CN(CCCN(C)C)C(=O)Nc3ccccc3)cc2c1 | i | 0.14
O=C(COc1ccccc1C(=O)c1cnn(-c2ccccc2)c1)Nc1ccccc1 | i | 0.04
COc1ccccc1C(=O)N/C(=C\c1ccc2c(c1)OCO2)C(=O)NCCc1nc2ccccc2[nH]1 | i | 0.98
CCOc1cccc(/C=N/NC(=S)Nc2cc(S(=O)(=O)N3CCOCC3)ccc2N2CCOCC2)c1O | i | 1.6
COc1ccc(C2C(C(=O)N3CC(C)CC(C)C3)c3ccccc3C(=O)N2C)cc1 (stereo unspecified) | i | -0.13
Cc1cccc(Cn2c(-c3ccc[nH]c3=O)nc3ccccc32)c1 | i | 2.7
COc1cc(C(CC(=O)O)n2cnnn2)ccc1OC(C)C (stereo unspecified) | i | -0.45
CCN(CC)S(=O)(=O)c1ccc(NC(=O)Nc2cccc(C(F)(F)F)c2)cc1 | i | -0.03
C/C(=N\NC(=O)c1cccc(Cl)c1)C1C(=O)c2ccccc2C1=O | i | 0.1
Cc1ccccc1-c1nn[nH]n1 | i | -0.06
CCC(C)NC(=O)c1cn(CC)c2ccc(S(=O)(=O)N(C)C)cc2c1=O (stereo unspecified) | i | 1.1
CCOc1ccc2c(c1)C(C)=CC(C)(C)N2S(=O)(=O)c1ccc(F)cc1 | i | -0.05
CCn1c(SCC(=O)N/N=C/C=C\c2ccccc2[N+](=O)[O-])nc2ccccc21 | i | 0.94
COc1ccc(NS(=O)(=O)N2CCOCC2)cc1 | i | 0
CCc1oc(C(=O)OC)cc1CSC(=N)N | i | -1.6
Cc1ccc(OCC(=O)Nc2cccc(S(=O)(=O)N3CCCCCC3)c2)c([N+](=O)[O-])n1 | i | -0.37
COc1ccc(CN(C)C(=O)c2oc3ccccc3c2CSC)cc1F | i | -0.01
CCOC(=O)[C@@H]1[C@H]2COc3ccc(Br)cc3[C@@H]2N2C(=O)N(c3ccc(Cl)cc3)C(=O)[C@]12C | i | -0.52

2 compounds drawn at random from those above, as already listed:
smiles | KCNQ2 block | Kir21 inh
CCCOc1ccc(C(=O)OCC(=O)c2c(N)n(C)c(=O)n(C)c2=O)cc1OC | i | 0.66
COc1ccc(C2C(C(=O)N3CC(C)CC(C)C3)c3ccccc3C(=O)N2C)cc1 (stereo unspecified) | i | -0.13

The results go on.
smiles | KCNQ2 block | Kir21 inh
Nc1ccc(Br)cc1C(=O)O | i | 0.45
Cc1ccc(C(=O)Nc2c[nH]c(=O)[nH]c2=O)cc1 | i | 0.21
S=C1NCCOCCOCCOCCOCCN1 | i | -0.99
COc1cccc(Nc2c([N+](=O)[O-])cncc2[N+](=O)[O-])c1 | i | -0.18
CC1CCN(S(=O)(=O)c2ccc3c(c2)n(C)c(=O)n3C)CC1 | i | -1.4
COc1ccc(S(=O)(=O)N2CCCC2)cc1C(C)C | -6.9* | -4
O=C(c1cccnc1)c1ncc(C(F)(F)F)cc1Cl | i | -0.19
Cc1ccc(CNC(=O)CNS(=O)(=O)c2cccc3nsnc23)cc1 | i | -0.5
O=C(COc1cc2oc(=O)cc(-c3ccccc3)c2cc1Cl)NCc1ccccn1 | i | -0.38
CCn1c(N2CCN(C(=O)C34CC5CC(CC(C5)C3)C4)CC2)nc2ccccc21 | -8.6* | 0.74
Cc1nn2cc(-c3ccc(Cl)cc3)cnc2c1Cl | i | -0.2
COc1ccccc1/C=C/C(=O)Nc1cccc(S(=O)(=O)NC2=NCCCCC2)c1 | i | -0.28
